HDAC3 inhib: HDAC3 deacetylase inhibitors, primary screen, biochemical, fluorescence, cell-free homogeneous | recombinant HDAC3, fluorogenic peptide/trypsin coupled | inhibition, % at 8.3 µM | 320,000 compounds, 0.15% hits | Histone deacetylase 3 (Homo sapiens), O15379; in the data active means inhibition above about 26%, passing the limit was not always enough; inconclusive means no clear call, values can overlap the other calls
Target sequence (O15379 whole entry, looked up): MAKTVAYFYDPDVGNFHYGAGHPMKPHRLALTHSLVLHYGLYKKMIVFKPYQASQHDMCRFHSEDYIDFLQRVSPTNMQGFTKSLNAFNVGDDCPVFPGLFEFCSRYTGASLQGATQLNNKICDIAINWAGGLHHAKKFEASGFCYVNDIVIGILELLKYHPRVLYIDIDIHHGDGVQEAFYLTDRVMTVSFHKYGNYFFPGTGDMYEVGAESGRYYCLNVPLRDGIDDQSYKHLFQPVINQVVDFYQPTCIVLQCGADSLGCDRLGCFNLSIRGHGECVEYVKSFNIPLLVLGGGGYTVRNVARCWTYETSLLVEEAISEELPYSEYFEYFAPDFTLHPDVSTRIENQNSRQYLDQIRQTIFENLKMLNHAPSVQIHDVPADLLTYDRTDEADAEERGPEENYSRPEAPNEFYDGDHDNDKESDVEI
HIF act: HIF pathway transcriptional activators, primary screen, cell-based, U2OS HRE-luciferase, luminescence; U2OS HRE-luciferase reporter; normalized: DMSO 0%, desferrioxamine 100%; activation, % at 7.5 µM (by protocol); 300,000 compounds, 0.32% hits;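 active means mean activation of at least 10% of the iron chelator positive control signal, with at least half of replicates also reaching 10%; inconclusive means mean and replicate majority disagree about reaching 10%; inactive means mean and most replicates under 10%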
HSF-1 act: HSF-1 activators, primary screen, NIH3T3-HGL cells, MG132 stress, luminescence, single point. AID 504408, 2011. 300,000 compounds, 1.7% hits. activation, % at 9 µM. NIH3T3-HGL HSF-1 luciferase reporter, 8 h; 100% = twice DMSO control signal;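 active means mean replicate activation of at least 50% with a set share of replicates each reaching 50%; inconclusive means only one of those two conditions met; inactive means mean below 50% and too few replicates reaching it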;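 further: 0% = median of the neutral control wells and 100% = twice that signal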
HSF1 inhib: HSF1 inhibitors in luciferase reporter cells, primary screen, cell-based, NIH3T3, luminescence; activity change, negative = inhibition, % at 7.5 µM (by protocol); NIH3T3-HGL HSE-luciferase, MG132-induced, luminescence 8 h; stronger effect = lower value; 300,000 compounds, 0.77% hits;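 active means more than half of replicate wells show activity change below -50%, luminescence cut by over half; inconclusive means some wells, but at most half, below -50%; inactive means no replicate well below -50%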;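 further: luciferase reports HSF-1 transcriptional activity via heat shock element; 0% = median of DMSO wells and -100% = zero luminescence signal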
AI-2 QS mod: Vibrio harveyi AI-2 quorum sensing modulators, primary screen, JMH597 strain, luminescence/OD600 ratio. Vibrio harveyi JMH597 AI-2 luminescence/OD600 ratio, 9 h; stronger effect = lower value; strain lacks LuxN and CqsS sensors; 0 = neutral-control median. AID 2094, 2009. activity change, % at 7.5 µM. 300,000 compounds, 0.4% hits; in the data active means activity change below about -75%, passing the limit was not always enough; inconclusive means no clear call, values can overlap the other calls;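 further: luminescence divided by OD600 gain over 9 h not by final OD600 alone; inactives centre near 13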
Platelet DG rel: inhibitors of platelet dense granule secretion, primary screen, cell-based, MLPCN, human platelets. human platelet-rich plasma, SFLLRN dense granule ATP release, luminescence. inhibition, %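 (compounds screened at 7.5 µM in platelet-rich plasma)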. 300,000 compounds, 0.22% hits. AID 1663, 2009;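 active means mean replicate score, as percent of positive control, at or above 50; inconclusive means mean below 50 but at least one replicate at or above 50; inactive means mean and every replicate below 50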
aSyn UTR inh: MLPCN primary screen, SNCA 5' untranslated region; alpha-synuclein 5'UTR reporter, inhibitor activity; inhibition, % (tested at 7.5 µM); 300,000 compounds, 0.82% hits; AID 1813, 2009; in the data active means inhibition above about 60%; inconclusive means no clear call, values can overlap the other calls;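 further: H4 neuroglioblastoma cells stably carrying SNCA 5'UTR luciferase fusion; 0% = DMSO wells and 100% = positive control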
KLF5 inhibitor: KLF5 expression inhibitors, primary screen, DLD-1 cells, luminescence; DLD-1 KLF5 promoter-luciferase reporter; inhibition, % at 5 µM; 290,000 compounds, 0.23% hits; AID 1700, 2009;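 active means inhibition above a per-plate limit of that plate's mean compound inhibition plus 3 SD, cut at about 60% in these data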;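 further: 0% = DMSO wells and 100% = LY294002 at 200 µM; higher means less KLF5 promoter-driven luciferase light; inactives centre near -14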
HSP90 inh: HSP90 inhibitors, primary screen, cell lysate, luminescence; Rabbit reticulocyte lysate, luciferase refolding luminescence, 3 h; inhibition, % at 5.6 µM; 290,000 compounds, 0.91% hits; AID 1789, 2009;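 active means inhibition above the screen-wide mean plus 3 SD, computed separately per campaign, cut at about 16% in these data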;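 further: 0% = DMSO wells and 100% = 60 µM geldanamycin wells; inhibitors lower the luminescence because luciferase stays unfolded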
IEC-6 tox: cytotoxicity in IEC-6 intestinal epithelial cells, primary screen, cytotoxicity control for KLF5 inhibitor project, cell-based, luminescence. IEC-6 cytotoxicity, luminescence viability. inhibition, % at 5 µM. 290,000 compounds, 0.78% hits. AID 1825, 2009; in the data active means inhibition above about 22%;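 further: 0% = plate median of test compound wells and 100% = cytotoxic reference compound wells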
* hit, by the source's call; ? = inconclusive; / = no result given.

SMILES | HDAC3 inhib | HIF act | HSF-1 act | HSF1 inhib | AI-2 QS mod | Platelet DG rel | aSyn UTR inh | KLF5 inhibitor | HSP90 inh | IEC-6 tox
O=C(NCc1ccc(Cl)cc1)C(=O)NCC1OCCN1C(=O)c1cccs1 (centres undefined) | -4 | 0.1 | 0 | -3 | 16 | -4 | 16 | -28 | -4 | -1
O=C(c1cc(-c2ccccc2)nc2ccccc12)N1CCCC1 | -8 | 0.1 | 1 | -5 | 24 | -1 | -8 | -15 | -2 | 1
COC(=O)c1nn(-c2cccc(C)c2)c2nnc(Cc3ccc(C)cc3)c(=O)n12 | 1 | -0.6 | -10 | -2 | 25 | 8 | 5 | 11 | 1 | -4
Cc1cc(C)n(CC(=O)N/N=C/c2ccc(C)o2)n1 | 10 | 0.0 | -12 | 1 | 15 | -3 | -11 | -29 | -1 | 1
CCOc1ccc(N=C2NC(=O)SC2CC(=O)OC)cc1 (centres undefined) | 7 | 0.6 | 0 | -3 | -1 | 8 | 3 | 2 | 3 | 0
Cc1ccc(Cl)c(OC(=O)c2nn(C(C)C)c(=O)c3ccccc23)c1 | -3 | -0.7 | 14 | -1 | 2 | -4 | 0 | -17 | 0 | 7
O=[N+]([O-])c1ccc(-c2csc(N3CCc4ccccc4C3)n2)cc1 | 0 | 0.1 | -2 | 1 | 14 | -13 | 9 | 4 | 0 | 2
Cc1ccc2nc(/C(C#N)=C\c3cc(C)n(-c4cccc([N+](=O)[O-])c4)c3C)[nH]c2c1 | -7 | 0.0 | 20 | 7 | 5 | -10 | -29 | -25 | 3 | 4
N/C(=N\OC(=O)c1cccc2ccccc12)c1cccnc1 | -4 | 1.7 | 41 | 25 | 17 | -4 | -184 | -33 | 2 | 3
COc1cc2ccnc(Cc3cccc(OC)c3OC)c2cc1OC | 2 | -0.5 | 7 | -4 | 29 | 19 | 16 | -5 | -2 | 5
O=C(O)C1CCCN1c1ncccn1 (centres undefined) | 6 | -0.1 | -5 | 6 | 12 | 5 | -15 | -6 | 1 | -1
Clc1ccccc1C1=Nn2c(nnc2-c2ccncc2)SC1 | 1 | 5.7 | -32 | -28 | 43 | 11 | 13 | 14 | -2 | -9
CN(C)/C=C/C(=O)c1ccc(N2CCN(c3ncc(C(F)(F)F)cc3Cl)CC2)cc1 | 4 | -0.1 | 3 | -3 | 30 | -3 | 9 | 9 | 8 | -2
COC(=O)/C=C/c1ccsc1NC(C)=O | -3 | -0.3 | -4 | -12 | 2 | 9 | -7 | -11 | -1 | -5
CN(CCc1ccccn1)C(=S)NC(=O)c1ccco1 | 6 | -0.2 | 6 | -5 | 11 | 0 | 8 | -34 | 4 | 0
O=C1CNC(=O)/C1=C/c1ccccc1 | 0 | 0.0 | -3 | 10 | 8 | 2 | 6 | -6 | -6 | -3
Cc1ccc(/C=N/NC(=O)Cn2cnc3c2c(=O)n(C)c(=O)n3C)s1 | 5 | -0.5 | -25 | -1 | 7 | 26 | 1 | -21 | 2 | -3
COc1ccc(C(=O)Nc2ccc(NC(=O)c3cccc(OC)c3)cn2)cc1 | -1 | 0.2 | -21 | 4 | 2 | -2 | -13 | -22 | 3 | 9
CCCC(=O)Nc1cccc(-c2cn3ccsc3n2)c1 | 0 | 0.6 | 9 | -1 | 5 | 3 | -49 | -3 | 0 | -1
O=c1c2ccccc2[nH]c(=S)n1CC1CCCO1 (centres undefined) | / | 0.0 | -5 | -4 | 16 | -1 | 12 | 0 | -1 | -7
CCN(CC(=O)Nc1ccc(OC)cc1)C(=O)c1cc2c(s1)CCCCC2 | 3 | -14 | 5 | -2 | 24 | 3 | 8 | / | / | /
COc1cccc2c1C(CO)N1C(C#N)C3CC(C(=O)O)C(C1C2)N3C (centres undefined) | -2 | / | / | / | / | / | / | 110* | -7 | 100*
O=C(NCc1ccco1)C(c1ccncc1)N(CCC1=CCCCC1)C(=O)Cn1nnc2ccccc21 (centres undefined) | 3 | -0.4 | 4 | 0 | 32 | -14 | -4 | 12 | 0 | 1
O=C(Nc1ccc(Br)c2ccccc12)c1ccc2ccccc2c1O | 0 | -0.6 | 2 | 0 | 14 | 1 | -6 | -6 | -3 | 0
COc1cccc(CNC(=O)CSc2nnc3c(n2)[nH]c2ccc(F)cc23)c1 | 2 | -0.3 | -3 | 4 | -6 | -1 | 5 | 10 | -1 | 7
CCN(CC(=O)Nc1ccc(NC(C)=O)cc1)C(=O)c1cccc(S(=O)(=O)N2c3ccccc3CC2C)c1 (centres undefined) | 11 | -0.1 | 29 | 8 | 36 | 1 | -11 | / | / | /
CCCCNC(=O)OCCSCCS(=O)(=O)c1ccc(Cl)cc1 | -7 | -0.3 | 0 | -4 | 13 | -8 | -6 | -53 | -1 | 1
Cc1ccc(-c2noc(CCCC(=O)NC3CCCC3)n2)cc1 | -5 | -1.4 | 10 | -3 | 15 | 4 | 39 | -24 | 3 | 0
COc1cccc(/C=C2\SC(=S)N(CCC(=O)Nc3ccc(O)cc3)C2=O)c1 | -5 | 1.6 | -14 | -9 | -3 | -6 | -41 | -26 | 9 | -2
CCC(C)(C)n1nnnc1CN(Cc1ccco1)Cc1cc2cc3c(cc2[nH]c1=O)OCO3 | -1 | 0.2 | -2 | -7 | 18 | -2 | 8 | 0 | 1 | 2
O=C(Nc1nsc(-c2ccccc2)n1)c1ccncc1 | -4 | 0.9 | 20 | 0 | 12 | -18 | -56 | -14 | 4 | 8
Cc1cc(C)c(C#N)c(N2CCSCC2)n1 | -6 | -0.3 | 12 | -1 | -8 | -8 | 26 | 10 | 2 | -4
CC(C)N(C(=O)CSc1nnc(NC(=O)Cc2cccs2)s1)C(C)C | 3 | 1.5 | 0 | -13 | 2 | -10 | 6 | 17 | 0 | -15
Nc1ccc(-c2nnc(-c3ccccc3)o2)cc1 | 3 | 2.7 | 13 | 7 | -7 | -4 | -9 | -131 | 20* | 1
CCN(CC(=O)NCc1cccs1)C(=O)c1ccc(OC)c(OC)c1 | 1 | -0.3 | -10 | -1 | 1 | -8 | 13 | / | / | /
CCCCCCc1cc2cc(S(=O)(=O)c3ccc(F)c(Cl)c3)c(=O)oc2cc1O | / | -1.0 | -41 | ? | 19 | -3 | 37 | -7 | 4 | 1
COc1ccccc1N1CCN(C(=O)c2cc3c(s2)CCCCC3)CC1 | -5 | 0.5 | 2 | -1 | 7 | 5 | 26 | 9 | -1 | -5
CC(=O)Nc1ccc(NC(=S)NC(=O)/C=C/c2ccccc2)cc1 | -1 | 0.0 | 28 | 2 | 5 | 4 | -6 | 6 | -2 | 0
CNCc1c(C)nn(-c2ccccc2)c1C | 7 | -0.2 | -4 | -1 | 10 | 0 | -2 | -21 | 1 | 1
CCC1(CC)Cc2ccccc2C(C2=C(O)CC(C)(C)CC2=O)=N1 | -1 | 0.0 | 21 | 1 | 11 | -2 | -22 | 1 | 4 | -3
N=c1c(S(=O)(=O)c2ccc(Br)cc2)cc2c(=O)n3ccccc3nc2n1Cc1ccco1 | -56 | -0.4 | 8 | -1 | 6 | -15 | 15 | 3 | -1 | -4
CCn1nnnc1-c1ccc(OC)c(S(=O)(=O)Nc2ccc(OC)cc2)c1 | 0 | -27 | 19 | 0 | 20 | 0 | 22 | 4 | 5 | 2
CC(=O)c1ccc(NC(=O)N2CCCC(C(=O)c3ccc4c(c3)OCO4)C2)cc1 (centres undefined) | 10 | 2.6 | 6 | -6 | -2 | 4 | -9 | -58 | -2 | -15
O=C(NN=C1CCCCC1)Nc1ccccc1Cl | -1 | -0.1 | -5 | -2 | 22 | 1 | 1 | / | / | /
CCCCn1c(-c2csc3c2CCC(C)C3)n[nH]c1=S (centres undefined) | 14 | -0.9 | 16 | 8 | -6 | 6 | 17 | -31 | -1 | -2
COc1ccccc1CNC(=O)COC(=O)Cn1cnc2ccccc21 | -6 | 1.2 | 0 | -3 | 3 | -4 | 12 | 18 | 0 | -1
Cc1ccc2nc(N(CCCN(C)C)C(=O)c3ccc(S(=O)(=O)N4CCOCC4)cc3)sc2c1 | 8 | -1.7 | -52 | -47 | 5 | -1 | 9 | -13 | 2 | 3
Clc1ccc(CSc2ccc(-c3ccccn3)nn2)cc1 | -5 | 24* | 8 | 13 | 12 | -1 | -132 | 4 | 0 | -1

Some of these compounds in order of the HSF-1 act value, falling:
mol | HDAC3 inhib | HSF-1 act | HSF1 inhib | AI-2 QS mod | Platelet DG rel | aSyn UTR inh | KLF5 inhibitor | HSP90 inh
CCC1(CC)Cc2ccccc2C(C2=C(O)CC(C)(C)CC2=O)=N1 | -1 | 21 | 1 | 11 | -2 | -22 | 1 | 4
CC(=O)c1ccc(NC(=O)N2CCCC(C(=O)c3ccc4c(c3)OCO4)C2)cc1 (centres undefined) | 10 | 6 | -6 | -2 | 4 | -9 | -58 | -2
COc1ccccc1CNC(=O)COC(=O)Cn1cnc2ccccc21 | -6 | 0 | -3 | 3 | -4 | 12 | 18 | 0

Remaining list, next part.
SMILES | HDAC3 inhib | HIF act | HSF-1 act | HSF1 inhib | AI-2 QS mod | Platelet DG rel | aSyn UTR inh | KLF5 inhibitor | HSP90 inh | IEC-6 tox
COc1ccccc1N(CC(O)CN(c1ccccc1)S(C)(=O)=O)S(=O)(=O)c1ccccc1 (centres undefined) | 6 | 0.1 | -4 | -1 | 15 | -15 | 1 | -7 | 0 | 2
COc1ccc(CCN(C)C(=O)Cc2ccc(-c3ccccc3)cc2)cc1OC | 1 | 0.1 | 1 | 6 | / | 5 | -2 | -3 | 3 | 4
COc1ccc(S(=O)(=O)N(C)C2(C)CCS(=O)(=O)C2)cc1OC (centres undefined) | 4 | 0.2 | -5 | -6 | 23 | 1 | 0 | / | / | /
Cc1c(Nc2scc(-c3ccccc3)[n+]2-c2ccccc2)c(=O)n(-c2ccccc2)n1C | 3 | 0.6 | 30 | 15 | 30 | -25 | 16 | 2 | 0 | 0
O=C(C1CC(=O)N(c2ccccc2)C1)N1CCN(c2ccc(F)cc2)CC1 (centres undefined) | 4 | 0.1 | 16 | 10 | 23 | -4 | 7 | -29 | 4 | 0
Cc1ccc(C(C)C)c(OCC(=O)Nc2sc3c(c2C#N)CC(C)(C)NC3(C)C)c1 | 2 | 0.0 | 13 | 8 | 2 | 18 | 22 | -13 | 2 | -1
O=C(NN=C1c2ccccc2-c2ccccc21)c1ccccc1Br | -2 | -0.6 | -7 | -2 | -38 | -3 | -12 | -15 | -1 | 5
CC(C)(C)C(=O)NC1CCN(C(=O)N2CCCC2)CC1 | -3 | -0.6 | -4 | -7 | 12 | 1 | -10 | -18 | 0 | 2
Cn1c(SCC(=O)Nc2ccc3cn[nH]c3c2)nnc1-c1cnccn1 | 3 | -0.3 | -11 | -10 | 8 | 29 | 28 | -4 | -3 | -6
COc1ccc(NC(=O)NN(C(=O)c2ccccc2)C(C)(C)C)cc1 | 3 | -0.3 | -1 | -9 | 13 | -4 | 14 | -39 | 0 | -4

Source: PubChem
